# Screening data from PubChem BioAssay.
# IMPase Li inh – qHTS Assay for Identifying the Cell-Membrane Permeable IMPase Inhibitors: Potentiation with Lithium | CHO-M1 cells, IP1 TR-FRET (IP-One), carbachol + lithium | Potency, µM (highest dose often 59.4 µM), for inactives: at the top dose activity, negative = IMPase inhibition, most hits filed as inhibitors | 210,000 tested, 0.35% active | AID 1457, 2008;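 also: IP1 builds up when IMPase is blocked and the TR-FRET signal falls; potency is read from the fitted curve at half-maximal effect; plate controls were basal vehicle for no effect and high inhibitor control for full effect; nearly all actives have a fitted effect of over 50% in size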
#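 CHO cells stably expressing M1 receptor (2000/well, cultured 16–30 h) treated 30 min at 37C with compound plus low lithium. Cytosolic IP1 by TR-FRET (665/620 ratio and 620 channel) after 10 min lysis; AC50 by Hill fit.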
# Luc counter – Counterscreen for Luciferase (Kinase-Glo TM) Inhibition | Luciferin 4-monooxygenase (Photuris pensylvanica), Q27757 | Kinase-Glo luciferase, ATP luminescence, 8 min | Potency, µM (highest dose often 38.3 µM), for the others: at the top dose activity change, negative = inhibition, actives largely listed as inhibitors | 200,000 tested, 0.28% active | AID 1379, 2008; also: potency is read from the fitted curve at half-maximal effect; % is scaled to controls: 0 for no effect and ±100 for the full control effect; nearly all actives have a fitted effect of over 60% in size
#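 Compounds were added to a substrate mix at pH 7.2 (50 mM imidazole, 10 uM ATP, within the enzyme's linear range), followed by Kinase-Glo detection reagent; luminescence was measured after 8 minutes at ambient temperature.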
# HTT aggregate – qHTS Multiplex Assay to Identify Dual Action Probes in a Cell Model of Huntington: Aggregate Formation (GFP) | PC12 HttQ103-GFP aggregates, Acumen cytometry, 40 h | Potency, µM (titrated, usually from 46.1 µM), without a hit: top-dose activity change, negative = inhibition, hits mostly inhibitors | 220,000 tested, 1.1% active; also: potency is read from the fitted curve at half-maximal effect; % is scaled to controls: 0 for no effect and ±100 for the full control effect; nearly all actives have a fitted effect of over 60% in size
#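 PC12/HTTQ103-GFP, ecdysone-inducible; teb 100 nM; cpd qHTS titration; GFP aggregates read on laser cytometer, Ex 488/Em 500-530 nm.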
# NPSR antag – qHTS Assay for Antagonists of the Neuropeptide S Receptor: cAMP Signal Transduction; Potency, µM (series often up to 38.3 µM), without a hit: at the highest dose activity change, negative = inhibition, actives largely listed as inhibitors; CHO-NPSR cells, cAMP TR-FRET, antagonist mode; AID 1461, 2008; 220,000 tested, 1% active; Q6W5P4; also: potency is read from the fitted curve at half-maximal effect; % is scaled to controls: 0 for no effect and ±100 for the full control effect; nearly all actives have a fitted effect of over 50% in size; many of its hits are not listed in these tables
# Target sequence (Q6W5P4 whole entry, looked up): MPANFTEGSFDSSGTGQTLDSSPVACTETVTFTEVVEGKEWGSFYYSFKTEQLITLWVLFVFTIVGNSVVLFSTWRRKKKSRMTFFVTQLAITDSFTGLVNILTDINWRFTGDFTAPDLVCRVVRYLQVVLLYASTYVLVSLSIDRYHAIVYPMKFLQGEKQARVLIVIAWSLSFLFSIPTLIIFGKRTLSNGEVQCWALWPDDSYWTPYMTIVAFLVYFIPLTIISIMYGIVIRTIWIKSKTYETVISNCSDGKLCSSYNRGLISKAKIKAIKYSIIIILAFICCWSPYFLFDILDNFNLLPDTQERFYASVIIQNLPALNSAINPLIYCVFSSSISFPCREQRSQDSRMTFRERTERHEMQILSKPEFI
# Epigenetic reg – Quantitative High-Throughput Screen for Regulators of Epigenetic Control; murine LDR cells, GFP reporter derepression, 30 h; Potency, µM (doses to about 53.9 µM), for inactives: at the top dose GFP activation, usual class: activators; 280,000 tested, 0.2% active; AID 1865, 2009; also: potency is read from the fitted curve at half-maximal effect; % of control where 0% means no effect; nearly all actives have a fitted effect of over 60% in size
#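 In this reporter-derepression format, murine cells bearing a silenced integrated CMV-GFP locus incubate with test compound (30 h, 37 C), then are washed and imaged; fluorescent objects of 20–120 um count as induced cells.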
# L3MBTL1 block – qHTS Assay for the Inhibitors of L3MBTL1; Lethal(3)malignant brain tumor-like protein 1 (Homo sapiens), Q9Y468; Potency, µM (series often up to 57.1 µM), for the others: at the highest dose activity, negative = inhibition, most hits filed as inhibitors; AlphaScreen L3MBTL1–H3K9me1 peptide binding; 230,000 tested, 0.66% active; also: potency is read from the fitted curve at half-maximal effect; % is scaled to controls: 0 for no effect and ±100 for the full control effect; nearly all actives have a fitted effect of over 60% in size
#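 Displacement of a biotinylated histone H3(1-15) peptide monomethylated at Lys9 (75 nM) from L3MBTL1 (50 nM) was measured by AlphaScreen after a 30 min room-temperature compound incubation; cefsulodin titration served as intraplate control.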
# CBFb-RUNX1 inh – qHTS Assay for Compounds Blocking the Interaction Between CBF-beta and RUNX1 for the Treatment of Acute Myeloid Leukemia. 230,000 tested, under 10 active. Potency, µM (series often up to 59.8 µM), for inactives: at the highest dose activity, negative = inhibition, actives largely listed as inhibitors. AlphaScreen CBFb-His/RUNX1-biotin binding, biochemical. Runt-related transcription factor 1 (Homo sapiens) + Core-binding factor subunit beta …; also: % of control where 0% means no effect
# Target sequence (Q01196 whole entry, looked up): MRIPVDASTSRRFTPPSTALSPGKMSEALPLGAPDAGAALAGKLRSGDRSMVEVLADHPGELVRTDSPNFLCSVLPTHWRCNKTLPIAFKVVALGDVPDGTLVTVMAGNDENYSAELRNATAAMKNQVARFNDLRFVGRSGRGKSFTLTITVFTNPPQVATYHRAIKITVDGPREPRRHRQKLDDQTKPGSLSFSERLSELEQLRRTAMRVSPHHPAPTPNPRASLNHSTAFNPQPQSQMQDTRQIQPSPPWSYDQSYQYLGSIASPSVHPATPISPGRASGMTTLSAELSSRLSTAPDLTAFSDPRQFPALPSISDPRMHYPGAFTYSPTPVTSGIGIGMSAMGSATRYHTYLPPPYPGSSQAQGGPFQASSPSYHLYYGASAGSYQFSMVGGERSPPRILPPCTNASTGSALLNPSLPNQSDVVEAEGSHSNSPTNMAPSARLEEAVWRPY
# Target sequence (Q13951 whole entry, looked up): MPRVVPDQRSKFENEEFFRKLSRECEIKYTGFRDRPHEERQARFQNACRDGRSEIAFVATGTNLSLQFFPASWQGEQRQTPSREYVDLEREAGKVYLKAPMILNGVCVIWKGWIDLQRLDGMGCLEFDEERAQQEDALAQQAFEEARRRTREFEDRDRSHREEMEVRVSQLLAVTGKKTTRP
#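 CBF-beta (His) and RUNX1 (biotin), 30 nM each; 20 min preassociation; + compound, 15 min; + beads 50 ng each (Ni, streptavidin), 90 min; RT; AlphaScreen read.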
# Numbers without * were called inactive; ? = inconclusive; / = no result given; [ ] = dose if it differs, or a comment. Calls follow the shape of the dose curve; as a rule, active = well fitted curve in the direction sought with a large enough effect; inconclusive = small, poorly fitted or top-dose-only effect, or another doubt; inactive = no such curve, though single readings can be large; an effect the other way counts as inactive or inconclusive. A portion of the library; count on the stated rates, not on these rows.
Molecule,L3MBTL1 block,HTT aggregate,CBFb-RUNX1 inh,NPSR antag,Luc counter,IMPase Li inh,Epigenetic reg
CC(=O)Nc1ccc(S(=O)(=O)CCC#N)cc1,-6%,-5%,7%,-5%[46.1 µM],3%,0%,-2.0%
O=C(Nc1c(Cl)cccc1Cl)c1cc(=O)n(Cc2ccccc2)c(=O)[nH]1,20%,3%,-1%,17%[46.1 µM],1%,-1%,-3.4%
O=C(N/C(=N\O)c1ccccc1)Nc1ccc(Cl)cc1,-8%[11.4 µM],-14%,?,?,-2%,16%[38.3 µM],0.0%
CN(Cc1ccccc1)C(=O)[C@H](Cc1ccc2ccccc2c1)NC(=O)[C@@H]1CCCN1C(=O)Nc1ccccc1[N+](=O)[O-],/,/,?,/,1%[39.9 µM],14%,-4.6%
Clc1nc2nc3n(c2nc1Cl)CCC3,/,-19%[9.22 µM],12%,11%,/,/,-3.1%
CN(C)CCCN(C(=O)c1ccc(S(=O)(=O)N(C)C)cc1)c1nc2ccc(F)cc2s1,-11%,-17%,15%,-8%,1%,-4%,0.0%
COc1cc(NC(=O)COC(=O)/C=C/c2c(C)nn(C3CCS(=O)(=O)C3)c2Cl)cc(OC)c1OC (stereo unspecified),/,?,0%,0%[46.1 µM],-2%,30%[38.3 µM],-0.1%
CCCCC[C@H](O)/C=C/[C@@H]1[C@@H](CC(=O)CCC(=O)O)[C@@H](O)C[C@H]1O,/,/,-5%,/,1%,18%,1.1%
O=C(CSc1nnc(-c2ccccc2)o1)N1CCc2ccccc2C1,-8%,-4%,6%,-6%[46.1 µM],0%,-1%[38.3 µM],-0.9%
COc1ccc(OC)c(NC(=O)CN(C)S(=O)(=O)c2ccc3nc(C)sc3c2)c1,-8%,-9%,-14%,5%,13%,1%,-5.0%
CNc1nc(-c2ccccc2)nc(-c2ccc(OC)cc2)c1C#N,/,12%,2%,-35%,-2%,?,6.9%
c1csc(-c2nnc(COc3ncnc4sccc34)o2)c1,-1%,17%[9.22 µM],-3%,-14%,/,/,-1.6%
C=CCOc1nc2c(c(=O)n(C)c(=O)n2C)n1Cc1ccccc1,-6%,-8%[9.22 µM],3%,-8%,/,/,5.1%
CCOC(=O)c1[nH]c2ccccc2c1NC(=O)C(C)(C)C,-2%,-2%,-4%,1%[46.1 µM],-4%,7%[38.3 µM],1.0%
COc1ccc(Nc2ccnc(Nc3ccc(OC)cc3)n2)cc1,-18%,-26%,-1%,11%,1%,11%,-0.9%
CSc1nc2ccc3nc(NC(=O)c4ccc(C)cc4)sc3c2s1,-1%,-20%,2%,-11%[46.1 µM],3%,34%[38.3 µM],-0.8%
Cc1cc([N+](=O)[O-])ccc1NC(=O)Nc1ccc(F)cc1F,-6%[11.4 µM],?,11%,?,1%,4%,4.8%
Cc1ccc(-c2nnc(SCc3ccccc3F)o2)cc1,70%[activator],?,?,-22%[46.1 µM],-2%,31%[activator][38.3 µM],-1.1%
NNC(=O)c1ccc(Cl)cc1Cl,-2%,-11%,2%,10%,4%,-2%,0.0%
O=C(c1ccc([N+](=O)[O-])cc1)N1CCC(n2nnc3cc(F)ccc32)CC1,44%[activator],7%[9.22 µM],3%,-1%,1%,2%,-1.2%
O=C(/C=C/c1ccco1)N1CCC(Cc2ccccc2)CC1,-27%,?,-1%,-25%,2%,-1%,?
Cc1nnc(SCC(=O)Nc2ncc(Cl)cc2Cl)n1Cc1ccccc1,/,-1%,4%,-19%[46.1 µM],0%,5%[38.3 µM],-1.1%
O=C(OCC(=O)c1ccc(Cl)s1)c1ccccn1,?,14%,-25%,4%,-16%,-24%,0.0%
Cc1ccc(-c2csc3ncnc(N4CCN(C(=O)c5ccccc5)CC4)c23)cc1,/,?,-11%,?,-4%,30%[38.3 µM],-5.2%

# Just CBFb-RUNX1 inh, Luc counter and IMPase Li inh, for two of the compounds above:
molecule | CBFb-RUNX1 inh | Luc counter | IMPase Li inh
Cc1cc([N+](=O)[O-])ccc1NC(=O)Nc1ccc(F)cc1F | 11% | 1% | 4%
O=C(/C=C/c1ccco1)N1CCC(Cc2ccccc2)CC1 | -1% | 2% | -1%

# The list continues:
Molecule,L3MBTL1 block,HTT aggregate,CBFb-RUNX1 inh,NPSR antag,Luc counter,IMPase Li inh,Epigenetic reg
COc1ccccc1CNC(=O)C1=C(C)C(=O)OC12CCC(C)CC2 (stereo unspecified),/,-3%,4%,4%[46.1 µM],14%,-13%[38.3 µM],2.0%
Cc1c(C(=O)c2ccccc2)c2ccccn2c1CCc1ccccn1,?,10%,-11%,-33%,-1%,21%,-0.4%
Cc1oc(-c2ccccc2F)nc1CN1CCC(C(=O)NC2CCCCCCC2)CC1,?,6%,-3%,-4%[46.1 µM],8%,-8%[38.3 µM],-2.3%
Cc1ccccc1NC(=O)CSc1ccc(-c2ccco2)nn1,-8%,6%,2%,15%,2%,0%,3.4%
COC(=O)c1sc(NC(=S)NC(=O)c2ccc(C)cc2)nc1C,-3%,20%[9.22 µM],0%,1%,/,/,0.9%
CC(C)CCN1CCN(Cc2cccc3cccnc23)CC1CCO (stereo unspecified),-1%,-12%[9.22 µM],3%,2%,-1%,14%,2.3%
CC1CCN(c2nc(-c3ccc(F)cc3)cc(C(F)(F)F)n2)CC1,5%,-3%,2%,-7%[46.1 µM],-8%,0%[38.3 µM],-1.1%
O=c1oc2ccccc2c(Nc2ccc(O)cc2)c1[N+](=O)[O-],-2%,17%,2%,-6%[46.1 µM],-2%,-11%[38.3 µM],1.0%
CN(C)CCNC(=O)C(C(=O)c1ccc(F)cc1)n1ccccc1=O (stereo unspecified),4%,1%,-1%,5%[46.1 µM],-2%,-3%[38.3 µM],-1.1%
CCC(=O)Nc1ccc(C(=O)CSc2nnc(-c3cccnc3)o2)cc1,/,-7%,0%,-14%[46.1 µM],-1%,7%[38.3 µM],0.0%
O=C(NCCc1ccc(Cl)cc1)c1cccs1,/,-16%,-2%,-21%,8%,5%,-2.6%
COC(=O)c1ccccc1NC(=O)C1CCN(C(=O)c2cc(OC)cc(OC)c2)CC1,0%,-8%,4%,-6%[46.1 µM],-4%,0%,0.0%
Cc1cccc(NC(=O)C2CCN(S(=O)(=O)c3cccs3)CC2)c1,/,-12%[9.22 µM],2%,-14%[46.1 µM],5%,-3%[38.3 µM],4.3%
N#Cc1ccccc1-c1ccc2ncnc(N3CCNCC3)c2c1,/,/,/,/,0%,1%,-1.2%
C#CCOCCOCCOCCNc1nc(N2CCN(C(=O)[C@H](CCCCN)n3cc([C@@H](N)CO)nn3)CC2)nc(N2CCN(C(=O)[C@H](Cc3cc4ccccc4[nH]3)n3cc([C@@H](N)CO)nn3)CC2)n1,/,-36%[9.22 µM],-5%,33%,/,/,-1.2%
COc1cc(OC)cc(C(=O)N[C@H](C(=O)Nc2ccc(S(=O)(=O)N(C)C)cc2)C(C)C)c1,/,-8%,1%,-17%,/,5%,-0.3%
Cc1ccc(Cl)cc1N1CCN(C(=O)CN2C(=O)c3cccc4cccc2c34)CC1,56%[activator],-7%,7%,-17%[46.1 µM],8%,-23%,0.9%
Cc1ccc(/C=C/C(=O)NCc2ccc(S(N)(=O)=O)cc2)o1,-26%,1%[9.22 µM],-1%,7%,-3%,6%,-1.9%[10.1 µM]
COc1ccc2[nH]c(=O)c(CN(C(=O)COc3ccccc3)C(C)C)cc2c1,-2%,18%,1%,?,/,/,1.4%
NS(=O)(=O)c1cccc(NC(=O)COC(=O)C2(c3cccc(F)c3)CCCC2)c1,-4%,5%,-1%,-33%,-1%,22%,-0.9%
Cc1nnc(SCCn2c(N3CCN(Cc4ccccc4)CC3)nc3c2c(=O)[nH]c(=O)n3C)s1,4%,9%[9.22 µM],5%,-2%[46.1 µM],1%,11%[38.3 µM],-1.9%
CCN1CCN(CCCNC(=O)c2ccc(/C=C3/Sc4ccccc4N(Cc4ccccc4F)C3=O)cc2)CC1,/,?,-6%,-25%,1%,13%,-3.4%
O=C1CC(c2ccc(F)cc2)CC(O)=C1C=NCCN1CCN(C(=O)Nc2ccccc2)CC1 (stereo unspecified),4%,?,-2%,-11%[46.1 µM],6%,8%[38.3 µM],0.8%
Cc1cccc(NC(=O)c2ccc(-n3ccnc3)nc2)c1,-6%,0%,14%,-11%[46.1 µM],0%,-3%,0.0%
CCc1cc2c3c(c1)C1(C(=O)N3C(C)(C)CC2C)C(C#N)=C(N)N2C(=C1C#N)Nc1ccccc12 (stereo unspecified),4%,-1%,-5%,-23%,3%,5%,-0.1%
O=CC1=C(N2CCOCC2)/C(=C/c2ccc(Cl)cc2)CC1,/,-6%,0%,7%,/,-11%,0.9%
C=CCc1cccc2cc(C(=O)NC3CCCCC3)c(=O)oc12,/,9%,-2%,-8%,3%,1%,2.5%
CCc1sc(C(=O)NC2CCN(C)CC2)cc1Br,-11%,-24%,0%,15%[46.1 µM],1%,12%[38.3 µM],-0.8%
CC[C@H](C)N(C)C(=O)c1cc2ccccc2c(-c2ccccc2Cl)n1,/,/,3%[21.7 µM],/,3%,16%,0.2%
Cn1nc(NC(=O)CC23CC4CC(CC(C4)C2)C3)c2c(F)cccc21,/,-4%[9.22 µM],3%,-9%,/,/,-0.2%
CSc1ccc(CN2C(=O)NC3(CCCCCCC3)C2=O)cc1,/,-32%,4%,-7%,5%,9%,3.8%
N#CC1(Cc2ccc([N+](=O)[O-])cc2)c2ccccc2C=CN1C(=O)c1ccccc1 (stereo unspecified),/,0%,-2%,-2%[46.1 µM],18%,20%[38.3 µM],2.9%
CC1(C)CC(NC(=O)CC(c2ccccc2)c2ccccc2)CC(C)(C)N1,/,?,0%,6%[46.1 µM],-2%,10%[38.3 µM],-1.0%
Cc1ccc(N2C(=O)c3ccc(C(=O)Nc4cccnc4)cc3C2=O)c(C)c1,/,1%,-5%,-15%[46.1 µM],1%,46%[activator][38.3 µM],-0.1%
N=c1sccn1CC(=O)Nc1ccc(S(=O)(=O)N2CCOCC2)cc1,7%,6%,0%,9%[46.1 µM],/,/,-6.4%
